Screens deposited in PubChem by several laboratories.
Rin1 Abl inh = inhibitors of human Rin1-Abl protein interaction; 360,000 compounds, 0.4% hits; inhibition, % at 7.35 µM; TR-FRET Rin1/Abl binding, biochemical; in the data active = inhibition above about 5%, passing the limit was not always enough
Target sequence (P00519 whole entry, looked up): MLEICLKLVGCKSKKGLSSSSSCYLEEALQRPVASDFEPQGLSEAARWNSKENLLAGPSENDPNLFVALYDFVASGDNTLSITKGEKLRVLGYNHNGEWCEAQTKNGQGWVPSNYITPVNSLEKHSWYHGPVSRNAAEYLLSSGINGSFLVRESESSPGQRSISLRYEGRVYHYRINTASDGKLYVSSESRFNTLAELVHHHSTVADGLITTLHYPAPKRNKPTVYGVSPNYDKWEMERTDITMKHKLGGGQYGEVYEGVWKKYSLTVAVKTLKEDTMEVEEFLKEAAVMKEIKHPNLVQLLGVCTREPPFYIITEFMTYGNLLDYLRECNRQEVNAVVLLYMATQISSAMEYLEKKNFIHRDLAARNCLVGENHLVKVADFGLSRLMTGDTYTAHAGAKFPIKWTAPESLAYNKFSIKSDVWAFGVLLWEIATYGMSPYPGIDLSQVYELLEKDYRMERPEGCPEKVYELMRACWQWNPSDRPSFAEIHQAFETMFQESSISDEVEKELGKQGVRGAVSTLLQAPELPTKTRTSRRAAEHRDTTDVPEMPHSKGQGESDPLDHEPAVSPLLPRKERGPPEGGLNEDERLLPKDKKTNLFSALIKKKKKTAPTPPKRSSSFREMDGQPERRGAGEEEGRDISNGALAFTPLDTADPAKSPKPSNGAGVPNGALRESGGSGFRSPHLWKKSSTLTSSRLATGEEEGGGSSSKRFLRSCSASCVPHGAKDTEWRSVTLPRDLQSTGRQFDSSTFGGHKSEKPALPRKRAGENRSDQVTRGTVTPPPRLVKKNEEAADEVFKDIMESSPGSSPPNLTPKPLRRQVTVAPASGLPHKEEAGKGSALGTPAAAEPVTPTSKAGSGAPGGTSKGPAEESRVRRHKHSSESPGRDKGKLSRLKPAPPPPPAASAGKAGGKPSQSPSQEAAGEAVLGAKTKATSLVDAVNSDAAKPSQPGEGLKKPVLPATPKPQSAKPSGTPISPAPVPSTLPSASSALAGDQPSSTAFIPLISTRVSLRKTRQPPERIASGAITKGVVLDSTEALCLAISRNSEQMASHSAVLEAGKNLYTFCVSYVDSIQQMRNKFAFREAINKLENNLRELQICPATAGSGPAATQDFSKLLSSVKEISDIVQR
Target sequence (Q13671 whole entry, looked up): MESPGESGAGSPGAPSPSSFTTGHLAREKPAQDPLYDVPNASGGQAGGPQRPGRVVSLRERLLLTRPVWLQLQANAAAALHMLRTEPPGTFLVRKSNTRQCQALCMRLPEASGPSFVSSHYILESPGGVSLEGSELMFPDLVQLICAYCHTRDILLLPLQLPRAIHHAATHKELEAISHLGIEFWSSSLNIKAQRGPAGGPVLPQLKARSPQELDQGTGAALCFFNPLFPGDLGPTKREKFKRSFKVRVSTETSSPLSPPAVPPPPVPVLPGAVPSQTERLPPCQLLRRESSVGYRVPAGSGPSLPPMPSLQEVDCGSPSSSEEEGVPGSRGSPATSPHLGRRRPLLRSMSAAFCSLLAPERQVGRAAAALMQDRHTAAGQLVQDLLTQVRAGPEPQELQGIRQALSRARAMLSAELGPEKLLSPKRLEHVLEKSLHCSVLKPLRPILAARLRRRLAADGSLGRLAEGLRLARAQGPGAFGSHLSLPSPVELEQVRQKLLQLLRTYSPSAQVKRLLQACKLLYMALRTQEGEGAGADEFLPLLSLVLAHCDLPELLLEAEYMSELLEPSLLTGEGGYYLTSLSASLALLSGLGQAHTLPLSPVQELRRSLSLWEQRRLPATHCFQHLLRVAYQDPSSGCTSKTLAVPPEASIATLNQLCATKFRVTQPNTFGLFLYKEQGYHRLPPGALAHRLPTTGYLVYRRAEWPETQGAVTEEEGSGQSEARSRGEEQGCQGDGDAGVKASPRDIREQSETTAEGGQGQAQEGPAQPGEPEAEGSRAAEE
MLLE-PAM2 inh = inhibitors of microRNA-mediated deadenylation, human PABP1 MLLE binding. P11940. GST-MLLE / FITC-PAM2 fluorescence polarization. inhibition, % at 20 µM. 360,000 compounds, 0.36% hits; in the data active = inhibition above about 35%, passing the limit was not always enough;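 also: plate controls were DMSO wells with GST-MLLE for no effect and wells lacking GST-MLLE protein for full effect; some results filed as inactive read as strong as hits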
Neddyl block = blocks human cullin neddylation. P61081+Q13564. TR-FRET cullin neddylation, biochemical. calls only at 25 µM. 360,000 compounds, 0.58% hits. AID 651699; in the data active = inhibition above about 36%
CSN inh = inhibitors of human CSN-mediated cullin deneddylation; Q92905; Purified CSN, SCF-Nedd8-OG deneddylation, fluorescence polarization; inhibition, % at 12.5 µM; 360,000 compounds, 0.38% hits;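 active = pattern-corrected inhibition above about 35%, with an unprinted fluorescence ratio check between 0.5 and 1.5, limit read from the data, passing the limit was not always enough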;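 also: 0% = enzyme with substrate and 100% = substrate without enzyme; some results filed as inactive read as strong as hits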
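Schedule: reaction 90 min, room temperature / Assay system: HEK293T-derived human Csn5 enzyme / Input: Csn5 at 0.24 nM final / Measure: inhibition of Csn5 cleavage, % / Control set: substrate-only high control, full reaction low control / Technique: fluorescence polarization of the substrate / Buffer or medium: Tris/NaCl/DTT buffer, pH 7.5 / Reagent: SCFSkp2-Nedd8OG substrate at 10 nM final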
FAS TE block = blocks the thioesterase domain of human fatty acid synthase; P49327; recombinant FAS-TE, OMFH fluorogenic substrate, fluorescence endpoint; inhibition, % at 15 µM; 360,000 compounds, 0.67% hits; AID 602261;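 active = compounds whose normalised, plate-corrected inhibition of enzyme fluorescence in the single-dose primary screen is 50% or more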;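 also: 0% = DMSO with enzyme and 100% = substrate without enzyme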
SKN-1 block = inhibitors of C. elegans SKN-1 | C. elegans VP596 Pgst-4::GFP/RFP ratio, acrylamide-induced, 24 h | AID 624304 | inhibition, % at 21.8 µM | 360,000 compounds, 0.49% hits;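 active = interference check ratio from 0.5 to 1.5 plus GFP to RFP signal ratio inhibition reaching or exceeding a fixed threshold, cut at about 30% in these data, passing the limit was not always enough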; also: some compounds called inactive have numbers as strong as hits
Rpn11 block = inhibitors of human proteasome Rpn11. human 26S proteasome, Ub4-pepOG fluorescence polarization; 20S core pre-blocked with epoxomicin. 360,000 compounds, 0.59% hits. O00487. calls only at 20 µM;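 active = inhibition at 20 µM, scaled to each plate's controls, above about 33%, limit read from the data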
MT1-MMP act inh = blocks activation of human MT1-MMP | P50281 | HT1080 RFP-PRO-GFP cells, GFP/RFP ratio fluorescence, overnight; percent of plate control window, DMSO zero | GFP/RFP ratio change, % at 20 µM | 360,000 compounds, 0.061% hits | AID 651647;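 active = GFP/RFP ratio change of at least 30% with cell ATP level not reduced by more than half and red fluorescence within 50% of control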; also: strong numbers were not always called active
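system = RFP-PRO-GFP reporter HT1080 cells | dosing = 20 µM single dose, 1% DMSO | timing = overnight cell settling, then overnight compound exposure, 37 °C, 5% CO2 | read-out basis = GFP/RFP fluorescence ratio | controls = DMSO and RFP-L50D-GFP cell wells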
NadD block = blocks S. aureus nicotinate mononucleotide adenylyltransferase | purified NadD enzyme, colorimetric absorbance read-out | inhibition, % at 20 µM | 360,000 compounds, 0.78% hits | AID 602399; in the data active = inhibition above about 26%; also: some compounds past the cut are filed as inactive
An asterisk follows results filed as active; i = inactive; x = not tested or not shown; + = active, no number. An unsorted share of the library; any-hit rate near 3.9%.

SMILES	Rin1 Abl inh	MLLE-PAM2 inh	Neddyl block	CSN inh	FAS TE block	SKN-1 block	Rpn11 block	MT1-MMP act inh	NadD block
O=C(NCCCn1ccnc1)c1cccc(S(=O)(=O)Nc2ccccc2F)c1	-1	-13	i	1	-5	6	i	-4	2
Cc1ccc(S(=O)(=O)N2CCCC2C(=O)OCc2ccccc2)cc1 (stereo not drawn)	-1	-8	i	-5	8	-3	i	1	-4
CC(=O)c1c(C)[nH]c(C(=O)Nc2cccc(C)c2C)c1C	2	10	i	1	-5	6	i	-1	-6
CCN(C(=O)COC(=O)COc1ccc2c(C)cc(=O)oc2c1)C1CCS(=O)(=O)C1 (stereo not drawn)	-7	6	i	4	-2	7	i	2	0
CC1CCN(C(=O)c2scc3c2OCCO3)CC1	1	6	i	2	-6	-14	i	-10	11
Cc1ccc(NNc2c(C)nc3ccccc3nc2=O)cc1	5	-1	i	2	-4	13	i	16	0
COc1cccc(C(=O)N(C)Cc2c(C)nn(C3CCS(=O)(=O)C3)c2C)c1 (stereo not drawn)	0	1	i	1	-4	-11	i	2	3
CN(C(=O)c1cccc(NC(=O)Cc2ccc(NC(=O)C3CCCN(C(=O)C4CC4)C3)cc2)c1)C1CCC1 (stereo not drawn)	-2	11	i	4	-7	6	i	4	0
C/C(=N\NC(=O)c1cccc(S(=O)(=O)N2CCOCC2)c1)c1ccc(O)cc1	0	1	i	1	-5	-8	i	1	2
Cc1ccc(CN(C)C(=O)c2cc(COc3cccc(C(F)(F)F)c3)on2)o1	4	-10	i	1	22	3	i	0	-7
CC(=O)Nc1ccc(S(=O)(=O)NCC(C)NS(=O)(=O)c2ccc(NC(C)=O)cc2)cc1 (stereo not drawn)	0	1	i	5	-5	-4	i	0	2
COc1ccc(Cl)cc1NS(=O)(=O)c1cc(Cl)ccc1OC	-1	-8	i	0	13	-6	i	4	-9
CCc1noc(C)c1C(=O)N(CC)CC(=O)Nc1cc(Cl)ccc1C	2	-7	i	1	-7	-3	i	1	10
O=C(NCc1ccccc1)c1cc(-n2cnnc2)ccc1Cl	3	-2	i	-5	-10	-17	i	-1	0
COc1cc(OC)cc(-c2c(-c3cccs3)c3cc(-c4cnc(N)nc4)ccc3n2C)c1	-1	-8	i	-2	-1	11	i	4	17
O=C(CN1CCNCC1)Nc1ccccc1Cl	-1	-7	i	-5	-3	10	i	3	-4
CCOc1ccc(CC(=O)NNC(=S)NC2CCCCC2)cc1OCC	1	-65	i	5	-15	-28	i	3	-4
CCOC(=O)CSC1=C(C#N)C(=O)NC(c2ccc(OC)cc2)S1 (stereo not drawn)	-1	38	i	0	-2	-25	i	-1	4
COc1ccc(CCn2nnc(-c3ccc(NC(C)=O)c(Cl)c3)n2)cc1	3	-9	i	4	-8	-22	i	-8	-2
CCOC(=O)c1c(NC(=O)c2cc(C(C)C)on2)sc(C(C)=O)c1C	2	-2	i	0	9	-7	i	-1	0
CCc1ccccc1NC(=O)CSc1ncn[nH]1	1	-7	i	8	-13	7	i	2	8
CCOc1ccc(NC(=O)CSC(N)=O)cc1	5	25	i	2	-56	-9	i	1	2
CCOc1ccc(OCCC(=O)OCC(=O)NCc2ccccc2)cc1	1	-23	i	-2	-2	-11	i	0	-6
Cn1c(SCC(=O)Nc2ccc(C(N)=O)cc2)nnc1-c1cccs1	0	-1	i	4	-3	-2	i	-2	4
COc1ccc2[nH]c3ccccc3c2c1	1	-8	i	-4	2	4	i	5	-5
CC(=O)Nc1cccc(NC(=O)CCCC(=O)O)c1	-4	12	i	-3	-3	5	i	3	4
CN1N=C(C(=O)N=c2sc3ccccc3n2C)CCC1=O	-4	-3	i	6	-3	-6	i	-4	0
CCC(=O)NC(=S)Nc1ccc(Cl)cn1	-3	19	i	1	-4	28	i	4	-2
O=C(CCCC1=NS(=O)(=O)c2ccccc2N1)OCc1ccc(Cl)cc1	2	17	i	-1	5	4	i	-1	-14
CCC1(c2ccccc2)NC(=O)N(CC(=O)N(C)CC(=O)Nc2c(C)cccc2C)C1=O (stereo not drawn)	0	-7	i	2	-2	-8	i	0	3

Some entries already given with just MLLE-PAM2 inh, SKN-1 block and Rin1 Abl inh:
mol	MLLE-PAM2 inh	SKN-1 block	Rin1 Abl inh
CCOc1ccc(NC(=O)CSC(N)=O)cc1	25	-9	5
CCOc1ccc(OCCC(=O)OCC(=O)NCc2ccccc2)cc1	-23	-11	1
Cn1c(SCC(=O)Nc2ccc(C(N)=O)cc2)nnc1-c1cccs1	-1	-2	0

Further records:
SMILES	Rin1 Abl inh	MLLE-PAM2 inh	Neddyl block	CSN inh	FAS TE block	SKN-1 block	Rpn11 block	MT1-MMP act inh	NadD block
CCOc1ccc(CCNC(=O)COC(=O)c2ccc(OC)c(OC)c2OC)cc1OCC	5	-10	i	-1	-4	0	i	3	-6
CCOC(=O)/C(C#N)=C/Nc1ccsc1C(C)=O	-4	0	i	-1	1	2	i	-3	-7
COc1ccc(C(C#N)N2N=C(c3ccccc3)CC2c2ccccc2)cc1OC (stereo not drawn)	-3	3	i	-3	27	7	i	1	-5
O=C(O)CCNc1cc(N2CCN(C(=O)c3ccco3)CC2)c2noc3c2c1C(=O)c1ccccc1-3	-13	-57	i	28	-38	42	x	6	28
Cc1nn(CC(=O)NCCc2cccs2)c(=O)c2cc3ccccc3n12	2	-6	i	1	-9	1	i	3	0
CCn1c(=O)c(C(=O)CN2CC(C)OC(C)C2)c(N)n(Cc2ccccc2)c1=O (stereo not drawn)	3	-10	i	3	-9	-7	i	-7	0
CN(C(=O)CCN1C(=O)S/C(=C\c2ccccc2)C1=O)C1CCS(=O)(=O)C1 (stereo not drawn)	2	2	i	5	-1	5	i	-1	-6
CCCOc1ccc(-c2c(C(=O)N/N=C/c3ccc(OCC)cc3)nnn2-c2nonc2N)cc1	-1	-5	i	-5	3	5	i	2	3
CCN(CC(=O)Nc1ccc(C)c(F)c1)CC(=O)NC(C)C	3	14	i	-1	-4	-12	i	-3	2
Cc1cc(C)cc(NC(=O)COC(=O)CCn2c(C)csc2=O)c1	2	11	i	-5	-3	24	i	2	5
O=S1(=O)N[C@@H](CC2=CCCCC2)C2CCCCC2O1 (stereo partly drawn)	0	-7	i	-5	-2	-12	i	3	-2
NC(N)=NS(=O)(=O)c1ccc(NC(=S)NC(=O)/C=C/c2ccco2)cc1	-3	2	i	6	-12	4	i	-4	4
Cc1nc(N/N=C/c2ccccc2)nc(N(C)c2ccccc2)c1[N+](=O)[O-]	1	13	i	1	-7	1	i	4	2
COc1ccc(Br)cc1CN(C)CC(=O)NCc1ccc(F)cc1	4	-3	i	-1	7	7	i	-2	-4
CC(=O)Nc1ccc(C(=O)N2CCCC(c3cc(C(=O)NCc4cccnc4)no3)C2)cc1 (stereo not drawn)	-4	4	i	2	-7	17	i	-2	-3

Entries of single compounds, looked up by structure.
Cc1cc(C)cc(NC(=O)COC(=O)CCn2c(C)csc2=O)c1 as listed: Rin1 Abl inh: 2; MLLE-PAM2 inh: 11; Neddyl block: i; CSN inh: -5; FAS TE block: -3; SKN-1 block: 24; Rpn11 block: i; MT1-MMP act inh: 2; NadD block: 5
Cc1nc(N/N=C/c2ccccc2)nc(N(C)c2ccccc2)c1[N+](=O)[O-] as listed: Rin1 Abl inh: 1; MLLE-PAM2 inh: 13; Neddyl block: i; CSN inh: 1; FAS TE block: -7; SKN-1 block: 1; Rpn11 block: i; MT1-MMP act inh: 4; NadD block: 2

Other structures follow.
SMILES	Rin1 Abl inh	MLLE-PAM2 inh	Neddyl block	CSN inh	FAS TE block	SKN-1 block	Rpn11 block	MT1-MMP act inh	NadD block
CCc1ccc(-c2cc(C(=O)NCc3ccco3)c3ccccc3n2)s1	2	-13	x	15	5	-2	+	-13	13
CN=c1scc(C)n1/N=C/c1ccc(O)cc1	-1	-15	i	-2	-5	1	i	5	2
CCOC(=O)c1c(C)oc2c1c1c(c3ccccc32)OCN(Cc2ccccn2)C1	-1	4	i	11	-63	29	i	1	5
CC(=O)Nc1cncc(-c2ccc(CN(C)C)cc2)n1	-1	1	i	-2	-4	-3	i	1	-2
CCOc1ccc(CN(C)C(=O)c2cccnc2SC)cc1OC	1	2	i	1	-4	-1	i	-1	2
CCOC(=O)c1ccccc1NC(=O)C1CC(=O)N(C2CCCC2)C1 (stereo not drawn)	1	15	i	-5	-6	-16	i	-3	6
COc1ccc(Cc2c(-c3ccc(Cl)cc3)nc3cc(C)c(Br)c(C)n23)c(C)c1	x	x	i	-7	30	11	x	-2	19
O=C(c1ccc2c(c1)OCO2)N1CCN=C1SCc1cccnc1	1	8	i	-7	-6	-1	i	-3	-2
Cc1cccc2cc(C#N)c(NCCCNS(=O)(=O)c3ccc(Cl)cc3)nc12	0	-19	x	5	27	-8	i	-2	-2
COC(=O)/C=C1\OC(C2CC2)c2ccccc21 (stereo not drawn)	x	x	i	1	x	5	x	-4	x
CCOC(=O)c1ccccc1NC(=O)Cn1cnc2c1c(=O)n(C)c(=O)n2C	0	-1	i	-3	-2	-2	i	1	1
CC1CC(C)(C)NC(=S)N1CCCC(=O)Nc1ccc(F)cc1 (stereo not drawn)	-4	-82	i	-6	-2	-1	i	x	1
COc1ccc(C)cc1S(=O)(=O)Nc1cc2c3c(c1)C(C)C(=O)N3CCC2 (stereo not drawn)	2	12	i	-1	-8	21	i	1	4

Pulled one by one from the entries so far (5):
SMILES	Rin1 Abl inh	MLLE-PAM2 inh	Neddyl block	CSN inh	FAS TE block	SKN-1 block	Rpn11 block	MT1-MMP act inh	NadD block
COc1ccc(C(C#N)N2N=C(c3ccccc3)CC2c2ccccc2)cc1OC (stereo not drawn)	-3	3	i	-3	27	7	i	1	-5
NC(N)=NS(=O)(=O)c1ccc(NC(=S)NC(=O)/C=C/c2ccco2)cc1	-3	2	i	6	-12	4	i	-4	4
CCCOc1ccc(-c2c(C(=O)N/N=C/c3ccc(OCC)cc3)nnn2-c2nonc2N)cc1	-1	-5	i	-5	3	5	i	2	3
CCOc1ccc(NC(=O)CSC(N)=O)cc1	5	25	i	2	-56	-9	i	1	2
CCN(CC(=O)Nc1ccc(C)c(F)c1)CC(=O)NC(C)C	3	14	i	-1	-4	-12	i	-3	2
